12-LOX inh – ALOX12 (human) lipoxygenase inhibition; AID 1671190; Potency, µM (highest dose often 108 µM), inactives show at the top dose activity change, negative = inhibition, most hits filed as inhibitors; actives 1.1% (n = 580,000); P18054; purified 12hLO, xylenol orange hydroperoxide absorbance; active = well fitted inhibition curve with a large enough effect; inconclusive = small, poorly fitted or top-dose-only effect, or another doubt; inactive = no such curve, though single readings can be large or run the other way
Target sequence (P18054 whole entry, looked up): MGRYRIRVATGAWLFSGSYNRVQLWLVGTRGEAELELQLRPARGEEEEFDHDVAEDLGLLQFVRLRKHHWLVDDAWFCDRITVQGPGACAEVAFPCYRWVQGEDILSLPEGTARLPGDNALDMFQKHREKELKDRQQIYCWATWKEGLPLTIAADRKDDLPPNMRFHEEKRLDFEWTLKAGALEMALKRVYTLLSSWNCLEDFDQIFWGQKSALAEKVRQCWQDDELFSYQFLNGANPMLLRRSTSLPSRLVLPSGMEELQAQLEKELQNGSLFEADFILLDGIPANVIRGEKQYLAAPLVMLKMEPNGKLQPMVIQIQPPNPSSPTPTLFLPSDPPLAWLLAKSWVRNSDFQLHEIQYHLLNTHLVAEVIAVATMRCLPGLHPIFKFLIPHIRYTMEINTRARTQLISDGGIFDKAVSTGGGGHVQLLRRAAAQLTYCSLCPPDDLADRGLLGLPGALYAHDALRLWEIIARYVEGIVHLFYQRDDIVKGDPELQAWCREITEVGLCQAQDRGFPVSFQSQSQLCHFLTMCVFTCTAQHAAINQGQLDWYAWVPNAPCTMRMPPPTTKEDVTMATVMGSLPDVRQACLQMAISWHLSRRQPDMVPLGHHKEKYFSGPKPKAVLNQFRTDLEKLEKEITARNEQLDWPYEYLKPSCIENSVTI
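Purified human 12hLO (150 nM final) in 25 mM Hepes, 0.01% Triton X-100, pH 7.0 was preincubated 15 min at room temperature with compound. Then 40 uM arachidonic acid was added, 30 min. Hydroperoxide was read by Fe-XO absorbance ratio 573/405 nm.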
* hit, by the source's call; u = inconclusive; [ ] = dose if it differs, or a comment. % is set by controls: 0 for no effect and ±100 for the full control effect; potency is the fitted concentration of half-maximal effect. Only part of the results is shown. The share of hits here may be higher or lower than overall.

SMILES	12-LOX inh
COc1ccc(CN2Cc3[nH]nc(-c4ccnn4C)c3CC2=O)cc1	u
O=C(Nc1nccs1)c1ccc2c(c1)OCCN(c1ccccc1)C2	69%[activator][176 µM]
CC(C)(CNc1ccc(-c2nc(C3CC3)no2)cn1)N1CCOCC1	-22%
COCC(=O)NCC12CCC=C1N(C)C(=O)CC2 (stereo unspecified)	32%[activator]
O=C(c1ccccc1F)N1CCC(O)(c2csc(CN3CCc4ccccc4C3)n2)CC1	88%[activator]
CC(=O)N1CCC(NC2(Cc3cc(-c4cccc(O)c4)on3)COC2)CC1	4%[176 µM]
COc1ccc(C(=O)N[C@H]2C[C@@H](Cc3cc(-c4ccccc4)on3)C2(C)C)cc1	-14%[176 µM]
COc1ccc(C2Cn3nnc(-c4noc(COc5ccccc5)n4)c3CO2)cc1 (stereo unspecified)	42%[activator]
COc1ccccc1-c1cc(C(=O)N2CCOCC2)nc2c1cnn2C	5%[6.33 µM]
CN1CCc2nc(N(C)C)[nH]c(=O)c2CC1	11%
Cn1nc(C2CCN(C(=O)Cn3nnnc3N)CC2)n(-c2ccccc2)c1=O	31%
Cc1ccc(CN(C(=O)c2ccco2)c2ccc(CC(=O)NCC(C)C)cc2)cc1	-5%
CN1CCOc2c(C(=O)NCc3cccnc3)cc(-c3ccccc3)cc21	4%[176 µM]
O=[S+]([O-])(c1cccc(C(F)(F)F)c1)N1CC(CNc2cccnc2)C2(CN(c3ccccc3)C2)C1 (stereo unspecified)	10%
c1ccc(-c2n[nH]c(C3CCCCN3)n2)cc1 (stereo unspecified)	9%
Cc1ccc(-c2nc(C(=O)NCc3ccc(F)cc3)no2)cc1	9%
CC1=C(C(=O)OC(C)(C)C)C(c2ccc(Cl)cc2)N2C(CC(=O)N3CCCC3)=CSC2=N1 (stereo unspecified)	51%[activator]
COc1cc(NC(=O)NC[C@H]2O[C@@H](CO)[C@@H](O)[C@H]2N2CCN(c3ccccc3)CC2)cc(OC)c1	u
CN(Cc1cccnc1)C(=O)C1CCN(C(=O)N2CC3CC(C2)[C@H]2CCCC(=O)N2C3)CC1 (stereo partly specified)	31%[activator]
Cc1noc(C)c1S(=O)(=O)N1C[C@@H](F)C[C@H]1C(=O)N1CCOCC1	54%[activator]
O=C(c1cccc(Cl)c1)N1CCn2c(nnc2-c2ccccc2)C1	1%
CCc1ccc(CNC(=O)c2ccc3c(c2)N(CC)C2CCCCN2C3=O)cc1 (stereo unspecified)	u
CC(C)c1nnc(C2CN(C(=O)c3ccc(F)c(F)c3)CC23CCOCC3)o1 (stereo unspecified)	69%[activator]
CC(=O)N1Cc2ccccc2CC2(CCCN2Cc2ccccn2)C1 (stereo unspecified)	u
Cc1ccc(-c2noc(C3CCN(C(=O)CC(C)C)CC3)n2)nn1	26%
Cc1ccc(C2Cn3nnc(-c4noc(-c5ccc(N(C)C)cc5)n4)c3CO2)cc1 (stereo unspecified)	17%
CC(=O)c1cccc(NC(=O)Cn2c(-c3ccc(Cl)cc3)nc(C)cc2=O)c1	5%
CCc1ccc(CNC(=O)CCc2conc2-c2cccc(C)c2)cc1	38%[activator]
Cc1noc([C@@H]2CN(C(=O)Cc3ccc(Cl)cc3)C[C@H]2C(N)=O)n1	11%
CSCCC(=O)N1CCC2(CCCN(Cc3cccnc3)C2=O)C1 (stereo unspecified)	65%
COc1ccccc1C(=O)Nc1ccc([C@@H](O)[C@H]2COCC(=O)N2Cc2ccccc2F)cc1	18%
COC(=O)c1[nH]ncc1CN1CCCC2(C1)CN(C)C(=O)O2 (stereo unspecified)	25%
COCC1CN(C2CCC2)CC12CCN(Cc1ccc(OC)c(OC)c1)CC2 (stereo unspecified)	103%[activator]
CC1(CCCCc2ccccc2)COc2ccc(C(=O)NC3CCOCC3)cc2N1 (stereo unspecified)	-6%[176 µM]
CN(Cc1cccnc1)C1CN(S(=O)(=O)c2ccc3c(c2)OCCO3)C1	40%[activator]
O=[S+]1([O-])NC2(CCN(Cc3ccccc3)CC2)COc2ccccc21	1%[6.33 µM]
COc1ccc(NC(=O)N2c3ccccc3CC2c2nc(C3CC3)no2)c(C)c1 (stereo unspecified)	-5%
CC(=O)Nc1ccc(C(=O)N2CCC3(CC2)CC(N[S+](C)(=O)[O-])c2ccccc23)cc1 (stereo unspecified)	u
O=C(NCCc1ccccc1)[C@@H]1C[C@H](c2ccc(F)cc2)N([S+](=O)([O-])C2CC2)C1	8%[176 µM]
CN(CC(N)=O)C(=O)[C@@H]1[C@@H](NC(=O)Nc2ccc(F)cc2F)CCN1C(=O)c1cccn1C	2%
COc1ccccc1CNC(=O)C1CCN(C(=O)c2ncn3c2COC(c2ccccc2)C3)CC1 (stereo unspecified)	26%
CCCc1noc(-c2cn(C3CCN(C(=O)c4ccc(OC)c(F)c4)CC3)nn2)n1	15%
CN1c2cc(C(=O)NCc3ccccc3)ccc2C(=O)N2CCCC21 (stereo unspecified)	35%[activator]
CC[C@H]1CN(S(=O)(=O)c2ccccc2)CC[C@H]1CC(=O)N1CCC(C(=O)OC)CC1	37%
O=C(NCc1ccccc1)[C@@H]1CCCN1C(=O)[C@H]1CCCN1C(=O)c1ccccc1C(F)(F)F	-10%
CC(C)N1C(=O)Cc2ccccc2C1C(=O)NCc1cccc(F)c1 (stereo unspecified)	10%
Cc1nc(C)n(CCCNc2nccc(-c3ccccn3)n2)n1	28%
Cn1cnc(S(=O)(=O)N2CCCOCCNC(=O)[C@@H]3CCC[C@@H]32)c1	55%[activator]
Cn1c(=O)oc2ccc(C(=O)N[C@H](C3CCNCC3)C3CC(O)C3)cc21 (stereo partly specified)	26%
O=C(Nc1cccc(F)c1)N1CCC(OCCOc2cccnc2)CC1	60%[activator]
Cc1nc(CC(=O)NCc2ccc3[nH]c(-c4ccc(F)cc4)c(C)c3c2)cs1	59%
Cc1ccc(CN[C@@H]2CO[C@H](CNC(=O)C3CC3)[C@H]2O)cc1	11%[176 µM]
Cc1nnc([C@H]2CCN(Cc3ncc[nH]3)C2)o1	104%[activator][176 µM]
COc1cccc(C(=O)NCC2Cn3cccc3C(=O)N2Cc2ccccc2)c1 (stereo unspecified)	0%
O=C(c1cc2cc(Cl)ccc2[nH]1)N1C[C@@H](CO)[C@H](c2ccccn2)C1	u
COc1cccc(-c2n[nH]c3c2CC(=O)N(CC2CCOCC2)C3)c1OC	-2%[176 µM]
CCNC(=O)N1CCCN(C)c2ccccc21	1%
O=C(NCc1c[nH]c2ncccc12)c1cccc(Cl)c1	-4%[176 µM]
COc1ccc([S+](=O)([O-])c2nnn3c2nc(NCCCOC(C)C)c2ccccc23)cc1	2%[6.33 µM]
Cc1nc(CN2CCOC3(CCN([S+](=O)([O-])c4ccc(C#N)cc4)CC3)C2=O)cs1	-8%

Additional entries follow.
SMILES	12-LOX inh
CCc1noc(-c2cn(C3CCN(C(=O)c4cc(F)cc(F)c4)CC3)nn2)n1	17%
c1cc(CN(CCN2CCCCC2)CC2CCCN(C3CCCC3)C2)c2nonc2c1 (stereo unspecified)	17%
C#CCN(Cc1ccco1)C(=O)c1nnc2c3ccccc3n(S(=O)(=O)c3ccccc3)c2n1	-7%
CNC(=O)N1CCC(C2CCN(Cc3ccncc3F)C2)CC1 (stereo unspecified)	34%
COCCOc1cc(C)c2c(c1C)C[C@H]([C@H](C)C(=O)NC1CCCC1)CC2	3%[176 µM]
O=C(NC1CCN(c2cc(-c3ccc(F)cc3)[nH]n2)C1)c1ccc(Br)o1 (stereo unspecified)	60%[activator]
CC(C)N(Cc1cn(Cc2ccccc2)nn1)S(=O)(=O)c1ccc(F)cc1Br	u
Cc1noc(C)c1S(=O)(=O)N1CCC(c2noc(-c3cccnc3)n2)C1 (stereo unspecified)	86%[activator]
O=C(c1cccc(-n2cnnc2)c1)N1CCCC(O)(CN2CCCC2)C1 (stereo unspecified)	132%[activator]
COc1ccc(/C=N/NC(=S)Nc2ccccc2)cc1COc1ccccc1F	u
CCOC(=O)C1=CN(CC(=O)Nc2cc(F)ccc2F)S(=O)(=O)N=C1C	40%[activator]
C[S+](=O)([O-])c1ccc(-c2ccc3ncn(-c4ccc(F)cc4F)c(=O)c3n2)cc1	2%[176 µM]
C[C@]12C[C@H](O)CC(CO)(CO)C1[C@H](O)C[C@@]13CC4[C@@H](CC12)[C@@]4(C)C3 (stereo partly specified)	-1%
CNc1cc(C(=O)N2CCN(CC(=O)O)CC(O)C2)ccn1 (stereo unspecified)	39%[activator]
Cn1ccnc1CN1CCCC(c2ccc(C(=O)O)cc2)C1 (stereo unspecified)	9%
CNc1ccc(-c2noc([C@@H]3CCCN3Cc3ccccn3)n2)cn1	55%[activator][176 µM]
CC(C)Cc1cc(C[C@@H]2C[C@H](NC(=O)C(C)(C)C)C2(C)C)no1	7%[176 µM]
Cc1cc(C)cc(Nc2nc(C)cc(=O)n2CC(=O)Nc2ccc(Br)cc2)c1	u
COCc1nc(C2CCCN(C(=O)C3CC3)C2)no1 (stereo unspecified)	34%[activator]
Cc1cc(C(=O)N[C@@H]2CN(Cc3ccccc3)C[C@H]2CN(C)C)n[nH]1	75%[activator]
COc1ccc(CN2CCCC(c3nn(-c4ccccc4)c(=O)[nH]3)C2)cc1 (stereo unspecified)	2%
Cc1c(CC(=O)NC2CCOCC2)c2c(n1CCc1ccccc1)CCCC2=O	10%
O=C(c1cccnc1)N1CCN(c2cc(-c3ccccc3)[nH]n2)CC1	16%
O=C(NC1CCN(c2cc(-c3ccccc3)[nH]n2)C1)c1ccccc1 (stereo unspecified)	10%
Cn1ncc2c(C(=O)N3CCN(c4ncccn4)CC3)cc(-c3ccc([S+](C)(=O)[O-])cc3)nc21	0%[6.33 µM]
CNC(=O)c1c(C)nc2n1CCC(Nc1ccccc1C)C2 (stereo unspecified)	6%[176 µM]
CN(C)C(=O)c1cccc2c1CCN2C(=O)C1CC1	12%
Cc1ccc(C(=O)N2CCCN(Cc3ccncc3)C(c3ccccc3)CC(=O)NCC2)s1 (stereo unspecified)	21%
Cc1[nH]cnc1C(=O)N1CCOc2c(O)cc(-c3csc4ccccc34)cc2C1	24%
O=C1N[C@H](CC(=O)N2CCN(Cc3ccc4c(c3)OCO4)CC2)C(=O)Nc2ccccc21	-5%
COc1ccc(C(=O)N2CCC3(CC2)N(CC2CC2)C(=O)CS3=O)cn1 (stereo unspecified)	24%
O=C(NCc1ccccn1)C1CCc2sc(C(=O)N3CCOCC3)cc2C1 (stereo unspecified)	93%[activator]
CC(=O)Nc1ccc(CN2CCC3CC(=O)NCCC3C2)cc1 (stereo unspecified)	3%[6.33 µM]
Cc1cc2ncc(C(=O)N3CCC4(CC(=O)NC4=O)C3)c(=O)n2[nH]1 (stereo unspecified)	1%
CCN1c2cc(C(=O)Nc3ccc(OC)c(F)c3)ccc2C(=O)N2CCCCCC21 (stereo unspecified)	20%
COc1ccc(-c2ccc3nc(-c4cccc(Br)c4)oc3c2)c(OC)c1OC	16%
O=C(COc1ccc(F)cc1)N1CCC(N2CC3CC(C2)[C@H]2CCCC(=O)N2C3)CC1 (stereo partly specified)	45%
O=C(c1nnn2c1COC(c1ccccc1)C2)N1CCN(C(=O)c2cccc3[nH]ccc23)CC1 (stereo unspecified)	1%
COc1cccc(C2Cn3nnc(-c4nc(-c5ccc(SC)cc5)no4)c3CO2)c1 (stereo unspecified)	30%[activator]
Cc1nc(C2CC(O)C2)cc(N2CCC(n3c(=O)[nH]c4ccccc43)CC2)n1 (stereo unspecified)	33%
Cc1ccc(-c2nccn3cc(C(=O)NCc4nc5ccccc5n4C)nc23)cc1	60%[activator]
CCCOc1ccc(CN2CCC(C3CCN(C(C)=O)CC3)C2)cc1 (stereo unspecified)	46%[activator]
O=C(Nc1ccc(-c2nnc3n2CCCC3)cc1)c1ccco1	11%
COc1ccc(C[C@H](NC(=O)C2=C[C@@H](NC(=O)c3ccccc3Br)[C@@H](O)[C@H](O)C2)C(N)=O)cc1	61%[activator]

Compounds listed so far with an NH in an aromatic ring (18):
SMILES	12-LOX inh
COc1ccc(CN2Cc3[nH]nc(-c4ccnn4C)c3CC2=O)cc1	u
CN1CCc2nc(N(C)C)[nH]c(=O)c2CC1	11%
c1ccc(-c2n[nH]c(C3CCCCN3)n2)cc1 (stereo unspecified)	9%
COC(=O)c1[nH]ncc1CN1CCCC2(C1)CN(C)C(=O)O2 (stereo unspecified)	25%
Cc1nc(CC(=O)NCc2ccc3[nH]c(-c4ccc(F)cc4)c(C)c3c2)cs1	59%
Cc1nnc([C@H]2CCN(Cc3ncc[nH]3)C2)o1	104%[activator][176 µM]
O=C(c1cc2cc(Cl)ccc2[nH]1)N1C[C@@H](CO)[C@H](c2ccccn2)C1	u
COc1cccc(-c2n[nH]c3c2CC(=O)N(CC2CCOCC2)C3)c1OC	-2%[176 µM]
O=C(NCc1c[nH]c2ncccc12)c1cccc(Cl)c1	-4%[176 µM]
O=C(NC1CCN(c2cc(-c3ccc(F)cc3)[nH]n2)C1)c1ccc(Br)o1 (stereo unspecified)	60%[activator]
Cc1cc(C(=O)N[C@@H]2CN(Cc3ccccc3)C[C@H]2CN(C)C)n[nH]1	75%[activator]
COc1ccc(CN2CCCC(c3nn(-c4ccccc4)c(=O)[nH]3)C2)cc1 (stereo unspecified)	2%
O=C(c1cccnc1)N1CCN(c2cc(-c3ccccc3)[nH]n2)CC1	16%
O=C(NC1CCN(c2cc(-c3ccccc3)[nH]n2)C1)c1ccccc1 (stereo unspecified)	10%
Cc1[nH]cnc1C(=O)N1CCOc2c(O)cc(-c3csc4ccccc34)cc2C1	24%
Cc1cc2ncc(C(=O)N3CCC4(CC(=O)NC4=O)C3)c(=O)n2[nH]1 (stereo unspecified)	1%
O=C(c1nnn2c1COC(c1ccccc1)C2)N1CCN(C(=O)c2cccc3[nH]ccc23)CC1 (stereo unspecified)	1%
Cc1nc(C2CC(O)C2)cc(N2CCC(n3c(=O)[nH]c4ccccc43)CC2)n1 (stereo unspecified)	33%

Arranged by molar mass (largest number first): some entries from above.
SMILES	12-LOX inh
COc1cccc(C2Cn3nnc(-c4nc(-c5ccc(SC)cc5)no4)c3CO2)c1 (stereo unspecified)	30%[activator]
CCCOc1ccc(CN2CCC(C3CCN(C(C)=O)CC3)C2)cc1 (stereo unspecified)	46%[activator]
O=C(Nc1ccc(-c2nnc3n2CCCC3)cc1)c1ccco1	11%
